High-throughput results from PubChem BioAssay.
EBI2 block – EBI2 receptor antagonists, beta-arrestin recruitment, primary screen, cell-based, luminescence, 7a,25-OHC stimulation, uHTS; inhibition, % at 5 µM; G-protein coupled receptor 183 (Homo sapiens), P32249; 7a,25-OHC stimulated; actives 0.81% (n = 360,000); AID 651636, 2012; in the data active means inhibition above about 38%;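 further: enzyme fragment complementation signal reports receptor beta-arrestin coupling in cells; 0% = agonist plus DMSO wells and 100% = wells without agonist; some results beyond the cut were filed as inactive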
UBC13 inh – UBC13 polyubiquitin chain formation inhibitors, primary screen, biochemical, TR-FRET, uHTS; Ubiquitin-conjugating enzyme E2 N (Homo sapiens), P61088; AID 485273, 2010; actives 0.47% (n = 330,000); inhibition, % at 20 µM; in the data active means inhibition above about 45%, passing the limit was not always enough
Target sequence (P61088 whole entry, looked up): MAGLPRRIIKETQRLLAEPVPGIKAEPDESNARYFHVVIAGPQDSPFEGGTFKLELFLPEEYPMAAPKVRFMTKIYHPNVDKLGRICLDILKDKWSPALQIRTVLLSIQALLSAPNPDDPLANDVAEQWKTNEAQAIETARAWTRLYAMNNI
Apaf1 inhib – inhibitors of human Apaf-1 apoptosome, primary screen, biochemical, DEVD-Rh110 fluorescence, uHTS; actives 0.71% (n = 330,000); AID 489030, 2010; reconstituted apoptosome caspase-3 activity; Apoptotic protease-activating factor 1 (Homo sapiens), O14727; inhibition, % at 20 µM; active means inhibition of at least 40% at 20 µM;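 further: plate controls were DMSO wells for no effect and DEVD-CHO caspase inhibitor wells for full effect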
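Material: reconstituted apoptosome with Apaf-1, cytochrome c, caspase-9, procaspase-3, dATP; medium: pH 7.5 Hepes buffer with CHAPS, BSA, DTT; also added: cytochrome c and DEVD-Rh110 substrate; timing: 30 min plus 50 min, RT; signal: Rh110 fluorescence intensity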
Jurkat NFkB inh – inhibitors of induced NF-kB luciferase reporter, primary screen, TCR NF-kB activation inhibitor project, cell-based, luminescence, uHTS; Jurkat, PMA/ionomycin-induced NF-kB luciferase reporter; inhibition, % at 4 µM; actives 0.53% (n = 330,000)
697 NFkB inh – inhibitors of PMA/ionomycin-induced NF-kB reporter, 697 cells, primary screen, B-cell NF-kB inhibitor project, cell-based, luminescence, uHTS; 697 B-cell NF-kB luciferase reporter, 16 h; inhibition, % at 4 µM; actives 0.33% (n = 330,000); in the data active means inhibition above about 35%
Gli-Sufu block – Gli-Sufu pathway antagonists, primary screen, luciferase luminescence, Sufu-KO-LIGHT cells, uHTS | Sufu-KO-LIGHT fibroblasts, Gli luciferase reporter luminescence | inhibition, % at 5 µM | actives 0.74% (n = 340,000) | AID 588413, 2011;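 active means inhibition above about 55%, limit read from the data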;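 further: 0% = DMSO-treated cells and 100% = wells with medium but no cells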
SENP8 inh – SENP8 protease inhibitors, primary screen, biochemical, luminescence; AID 2540, 2010; Sentrin-specific protease 8 (Homo sapiens), Q96LD8; purified SENP8, Z-RLRGG-aminoluciferin cleavage; actives 1.2% (n = 330,000); inhibition, % at 10 µM
Target sequence (Q96LD8 whole entry, looked up): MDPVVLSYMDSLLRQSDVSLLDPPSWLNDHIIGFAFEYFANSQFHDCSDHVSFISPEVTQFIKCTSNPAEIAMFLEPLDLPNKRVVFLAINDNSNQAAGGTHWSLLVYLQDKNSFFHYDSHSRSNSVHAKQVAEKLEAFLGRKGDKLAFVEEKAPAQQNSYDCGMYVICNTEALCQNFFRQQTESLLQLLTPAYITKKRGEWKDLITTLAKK
CCR6 antagonist – CCR6 receptor antagonists, primary screen, cell-based, CHO-K1, luminescence, beta-arrestin, uHTS; inhibition, % at 20 µM; CHO-K1 CCR6 PathHunter beta-arrestin, CCL20-stimulated; actives 0.49% (n = 340,000); AID 493098, 2011; C-C chemokine receptor type 6 (Homo sapiens), P51684;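 active means compounds whose inhibition of the agonist-driven luminescence signal at 20 µM reaches about 50%, limit read from the data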;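 further: cells stimulated with CCL20 at 14 nM final; plate controls were DMSO with CCL20 for no effect and DMSO without agonist for full effect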
Target sequence (P51684 whole entry, looked up): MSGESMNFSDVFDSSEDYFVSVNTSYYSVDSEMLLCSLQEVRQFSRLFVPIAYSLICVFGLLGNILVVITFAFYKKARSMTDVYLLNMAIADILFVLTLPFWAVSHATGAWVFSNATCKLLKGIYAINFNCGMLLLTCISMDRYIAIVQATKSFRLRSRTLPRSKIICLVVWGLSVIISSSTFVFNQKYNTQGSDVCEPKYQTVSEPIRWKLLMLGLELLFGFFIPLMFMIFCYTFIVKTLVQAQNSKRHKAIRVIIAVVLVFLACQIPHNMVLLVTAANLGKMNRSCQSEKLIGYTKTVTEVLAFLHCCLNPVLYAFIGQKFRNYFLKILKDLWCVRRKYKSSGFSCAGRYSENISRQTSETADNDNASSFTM
Starred values were filed as active, the others as inactive; i = inactive; nt = no result given. Unless noted, no stated cut-off is given here; in the data, active means inhibition above about 50%; inactive means the rest.

SMILES	EBI2 block	UBC13 inh	Apaf1 inhib	Jurkat NFkB inh	697 NFkB inh	Gli-Sufu block	SENP8 inh	CCR6 antagonist
O=C(CSCc1nc2c(nnn2Cc2ccc(F)cc2)c(=O)[nH]1)Nc1c(Cl)cc(Cl)cc1Cl	-5	-5	15	-1	11	1	-6	6
CCCCNC(=S)NNC(=O)c1sccc1C	-9	-6	6	-15	-9	nt	2	2
Cc1ccc(C)c(NC(=O)C2CCC(C)(C(=O)O)C2(C)C)c1 (stereo not drawn)	3	9	-4	1	26	3	2	-10
CCc1cc(C(=O)c2ccc(Br)cc2)c(NC(=O)CN(CC)CC)s1	-11	-12	-1	-7	-32	-4	-7	21
Cc1nn(CC(=O)N2CCN(c3ccccc3)CC2)c(=O)c2cccn12	-4	-5	3	1	13	1	-1	6
CN(C)C1=NCCN1CCc1ccccc1	-1	1	12	-4	-9	16	-8	10
O=C(CN(C(=O)CCC(=O)Nc1nccs1)c1ccc2c(c1)OCO2)NCC1CCCO1 (stereo not drawn)	-19	-1	3	5	-4	1	-1	-11
Cc1ccc(Cn2c(CCNc3nc(-c4ccc(Cl)c([N+](=O)[O-])c4)cs3)nc3cc(C(=O)NCCCO)ccc32)cc1	6	12	12	5	-2	12	-3	-1
CCn1cnc2c(Nc3cc(F)cc(F)c3)nc(C#N)nc21	3	0	-16	-40	-82	-28	-5	11
COCCCNC(=O)c1ccc(S(=O)(=O)c2ccc(C)cc2)c(NC(C)=O)c1	-6	0	-2	5	8	-3	0	2
COc1ncccc1C(=O)N1CCCC(N2CCN(c3ccc(F)cc3)CC2)C1 (stereo not drawn)	-12	-3	-3	3	-18	6	-10	-7
O=C(CNCc1ccc(Cl)cc1)NCc1ccco1	-10	-5	2	9	3	0	-8	5
CN(C)C(=O)c1cnc(-c2ccccc2)nc1-c1ccccc1	-7	-9	1	-11	4	18	-4	11
CC(CC(=O)O)CC(=O)Nc1cccc([N+](=O)[O-])c1 (stereo not drawn)	-15	5	0	-3	8	-6	-2	10
CCNC(=O)C1CCN(S(=O)(=O)c2ccc(F)cc2)CC1	-11	24	0	-8	8	3	0	6
Cc1ccccc1-c1nnn(CC(=O)N(C)CC(=O)Nc2ccccc2C(F)(F)F)n1	0	0	4	4	11	-6	2	11
COc1cccc(CN(C)Cc2cc(=O)oc3cc(O)c(Cl)cc23)c1	7	5	2	-9	-7	-7	4	4
COc1ccc2c(C)cc(SCC(=O)Nc3cc(C(N)=O)cc(C(N)=O)c3)nc2c1	13	9	9	0	11	4	-3	6
CCOc1ccccc1C1C2CCCCC2(O)CCN1C(=O)c1cccs1 (stereo not drawn)	-6	4	6	-1	15	-11	-3	-14
O=C(OCC(=O)N1CCCC1)c1cc(=O)c2ccccc2o1	2	1	1	-17	9	54	-6	-4

3 entries drawn at random from those above:
SMILES	EBI2 block	UBC13 inh	Apaf1 inhib	Jurkat NFkB inh	697 NFkB inh	Gli-Sufu block	SENP8 inh	CCR6 antagonist
Cc1ccc(Cn2c(CCNc3nc(-c4ccc(Cl)c([N+](=O)[O-])c4)cs3)nc3cc(C(=O)NCCCO)ccc32)cc1	6	12	12	5	-2	12	-3	-1
O=C(CNCc1ccc(Cl)cc1)NCc1ccco1	-10	-5	2	9	3	0	-8	5
COc1ccc2c(C)cc(SCC(=O)Nc3cc(C(N)=O)cc(C(N)=O)c3)nc2c1	13	9	9	0	11	4	-3	6

4 compounds from above, limited to Apaf1 inhib and EBI2 block.
smiles | Apaf1 inhib | EBI2 block
Cc1nn(CC(=O)N2CCN(c3ccccc3)CC2)c(=O)c2cccn12 | 3 | -4
CN(C)C1=NCCN1CCc1ccccc1 | 12 | -1
O=C(CN(C(=O)CCC(=O)Nc1nccs1)c1ccc2c(c1)OCO2)NCC1CCCO1 (stereo not drawn) | 3 | -19
Cc1ccc(Cn2c(CCNc3nc(-c4ccc(Cl)c([N+](=O)[O-])c4)cs3)nc3cc(C(=O)NCCCO)ccc32)cc1 | 12 | 6

Further results:
SMILES	EBI2 block	UBC13 inh	Apaf1 inhib	Jurkat NFkB inh	697 NFkB inh	Gli-Sufu block	SENP8 inh	CCR6 antagonist
COc1cccc(N2CCN(c3c(C#N)c(C(F)(F)F)nn3C)CC2)c1	16	1	11	-9	-29	0	-9	-9
CCCn1c(/C=C/c2ccco2)nc2ccccc21	-8	16	11	-1	9	-1	0	11
CCN(c1ccc(OC)cc1)c1ncnc2nc[nH]c12	-1	-2	9	18	-32	-25	-7	-5
CCN(CC)C(=O)C1CCCN(c2ccc([N+](=O)[O-])cc2/C=N/NC(=O)c2cccc(O)c2)C1 (stereo not drawn)	10	-2	15	-8	30	-6	2	25
c1ccc2c(c1)CCN(Cc1nnnn1Cc1ccc3c(c1)OCO3)C2	6	-1	-5	3	-2	5	4	6
CS/C(=N\S(=O)(=O)c1ccc(N)cc1)NS(=O)(=O)c1cccs1	-9	8	2	-5	12	25	5	17
O=C(N/N=C1\CCc2ccccc21)c1ccncc1	-22	-11	-2	-35	-112	-65	-11	-21
COc1cc(OC)c(OC)cc1/C=N/n1c(COc2ccccc2)n[nH]c1=S	0	-9	10	-17	-16	57*	1	16
COC(=O)/C=C1\SC(=Nc2ccccc2)NC1=O	52*	4	-6	8	15	-2	-9	11
CC(C)C(NC(=O)c1cccc(S(=O)(=O)N2CCOCC2)c1)C(=O)NCc1ccc(Cl)cc1 (stereo not drawn)	-1	-3	4	2	14	38	3	15
O=C(NCC1CCCO1)c1ccc(F)c2ccccc12 (stereo not drawn)	-3	-8	-3	10	-16	3	-7	3
Cc1ccc(NC(=O)CSc2ccc(-c3ccccn3)nn2)cc1F	7	7	1	12	3	9	-1	-10
CCCN(Cc1nnc(-c2ccccc2Cl)o1)C(=O)c1ccc(C)c(S(=O)(=O)N2CCOCC2)c1	-4	-3	9	-7	-27	8	-7	14
O=C(COc1ccc2ccccc2c1Br)NCc1ccccn1	5	-7	7	5	-7	-6	-8	-5
COc1ccc(C(C)(C)C)cc1NC(=O)c1ccccc1-n1cnnn1	-1	-9	-2	3	12	-9	2	8
CC(C)c1ccc(NC(=O)CCCN2C(=O)NC(C)(C)C2=O)cc1	-11	-5	-3	-3	14	-3	2	7
Cc1ncc(C[n+]2ccc(C)c(C)c2)c(N)n1	-14	-6	-10	5	13	-7	10	12
COc1ccc(Cl)cc1NC(=O)CN1CCCCCC1	8	0	1	-5	8	0	-7	7
CC(Oc1ccc(F)cc1)C(=O)Nc1ccc(S(=O)(=O)NC2=NCCCCC2)cc1 (stereo not drawn)	-7	6	-1	-5	5	-9	0	-1
O=C1NN(c2cccc(Br)c2)C(=O)/C1=C/c1ccc(-c2cc([N+](=O)[O-])ccc2O)o1	12	-112	15	7	6	8	11	86*
COc1cccc(/C=N/c2nc3ccccc3n2C)c1O	-17	-12	-1	-64	-60	23	-2	-1
CCN(CC)CCOC(=O)c1ccc(NC(=O)CNC(=O)c2ccccc2)cc1	-13	3	-3	-7	7	-1	-1	5
Cn1c(CCC(=O)OCC(=O)NCC(F)(F)F)nc(=O)c2ccccc21	-4	2	-7	12	7	-6	1	12
Cn1c(Cc2ccccc2)nnc1SCC(=O)NC1CCCCC1	0	-7	-7	-8	-4	7	-7	25
Cc1cccc(NC(=O)c2ccc(C(=O)c3ccccc3)o2)c1	0	-9	-1	-112	-3	-73	-4	13
N#Cc1ccc(CSc2nnc3[nH]c(=O)cc(N)n23)cc1	-8	-3	7	-11	20	-1	0	3
Cc1ccccc1Nc1cc(=O)oc2ccccc12	2	1	-2	14	12	9	-5	1
O=C(NCc1ccccc1)c1cccc(S(=O)(=O)N2CCOCC2)c1	-8	-8	18	0	-6	5	-6	-6
O=C(NN1CCOCC1)C12CC3CC(CC(C3)C1)C2	-6	-3	3	-4	4	-4	3	-10
Cc1cc(C=O)c(C)n1-c1ccc(N2CCOCC2)cc1	-20	-2	12	1	0	0	-1	10
CCC(CC)NC(=O)Nc1ccc(F)c(Cl)c1	1	4	-7	3	-1	-3	1	19
COc1ccc(C2N(c3cc(Cl)ccc3OC)C(=O)C3CCCN32)c(OC)c1 (stereo not drawn)	-1	-12	1	3	-23	-1	-10	7
C=CCn1c(CNC(=O)c2ccco2)nnc1SCC(=O)Nc1cccc(Br)c1	-17	3	-10	7	16	-4	-14	-9
CSc1ccccc1Nc1ncnc(N)n1	-3	-13	6	-27	-13	2	-7	13
O=C(CSc1ccc2c(c1)OCCO2)Nc1ccc2c(c1)OCO2	3	-1	i	10	5	5	3	-9
Cn1c(=NC(=O)CCl)sc2ccccc21	-1	0	-26	46	88*	7	-1	-2
CC(=O)NC(Cc1ccccc1)C(=O)OCC(=O)c1ccccc1 (stereo not drawn)	-5	6	1	23	10	-7	-1	0
O=C(O)c1cccc2sc3cc(Cl)ccc3c(=O)c12	-1	20	-3	-10	7	-1	6	-1
COc1ccccc1-n1nc(C(=O)NCc2ccco2)c2ccccc2c1=O	-5	-5	-10	2	18	8	-1	5
FC(F)Sc1ccc(NC(=S)NC2CCCC2)cc1	8	-11	6	-59	-91	23	-12	9
COc1ccc(S(=O)(=O)Cc2ccc(C(=O)NCC(OC)OC)o2)cc1	-4	-1	7	-8	-9	54	-10	-7
COc1cc(CN2CC(=O)N(c3cccc(Cl)c3C)C2=S)cc(OC)c1OC	-2	-5	11	4	-12	15	-7	4
Cc1cc(NCc2ccccc2)n2ncc(-c3ccccc3)c2n1	-14	14	14	-135	i	-76	1	8
COc1ccc2c(c1OC)C(=O)N1N=C(c3ccc(O)cc3)CC21 (stereo not drawn)	5	-1	-3	-11	13	5	-4	2
C=C1CCN([C@@H](Cc2ccccc2)C(=O)NC2CCN(Cc3ccccc3)CC2)S(=O)(=O)c2ccccc21	-11	6	9	-20	5	17	-16	2
O=C1CC(c2ccccc2)c2ccccc21 (stereo not drawn)	-6	6	4	-17	-13	-18	4	10
COc1cccc(-c2nc3c(c(SCC(=O)N4CCOCC4)n2)Cc2c(CO)cnc(C)c2O3)c1	-18	3	8	14	21	-5	3	-26
C=Cc1cccc(NC(=O)COc2ccccc2)c1	-1	7	12	1	18	-42	-4	10
O=C(Nc1cnccn1)c1cccc(C(F)(F)F)c1	-7	16	-15	13	19	-4	-6	0
COc1cccc(NS(=O)(=O)c2ccc3[nH]cc(C(=O)NCCCOC(C)C)c(=O)c3c2)c1	-3	-10	13	2	-20	-2	-6	2
COc1ccc(NC(=O)COC(=O)CCOc2ccccc2C)cc1Cl	3	-1	11	-6	6	-12	12	-4
Cc1cc(C)cc(Nc2ncc3c(n2)CC(c2ccco2)CC3=O)c1 (stereo not drawn)	8	7	18	8	-9	-6	-5	11
Cc1cc(Br)ccc1OCCN1CC(C)OC(C)C1 (stereo not drawn)	6	4	-3	-21	-4	7	10	10
N#CC1=C(N)OC2=C(C(=O)CCC2)C1CCc1ccccc1 (stereo not drawn)	-3	6	-4	-6	13	1	2	6
Cc1ccccc1NC(=O)C1(C)Cc2ccccc2C(=O)O1 (stereo not drawn)	-19	-3	13	-5	-20	-8	-2	2
CCCCCCNC(=O)CC(NS(=O)(=O)c1ccc(OC)cc1)C(C)C (stereo not drawn)	5	10	2	-4	8	4	4	-7
COc1ccc(C)cc1NC(=O)c1ccc(NS(=O)(=O)c2cccc3cccnc23)cc1	4	-6	0	2	15	8	-7	1
COC(=O)C1=CN(C2CC2)C=C(C(=O)OC)C1c1ccc(C(F)(F)F)cc1	6	13	1	8	16	5	1	19
Cc1nn(-c2ccccn2)c(N)c1N=O	-8	-74	-10	-2	-13	-4	-14	1
COc1ccc(/C=C(\NC(=O)c2ccccc2)C(=O)NCc2ccco2)cc1	5	-5	-2	6	3	2	-8	8

Not all compounds are listed; rates above refer to the full screens.
